Screening data (PubChem BioAssay)
procasp3 activ = procaspase-3 (human) activation | recombinant procaspase-3 D3A, Ac-DEVD-pNA absorbance 405 nm | actives 0.11% (n = 330,000) | activation, % at 8.5 µM | P42574;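 active = activation above the mean of all tested compounds plus 3 SD, cut at about 21% in these data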;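 also: 0% = DMSO alone and 100% = DMSO wells spiked with extra 5 µM PC-3 D3A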
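Evaluation: percent activation relative to control range; Material: Procaspase-3 D3A mutant, all three cleavage aspartates alanine; Compound: single dose, 8.5 µM nominal compound, 0.8% DMSO; Replication: one well per compound; Signal: absorbance at 405 nm, 0 and 120 min; Schedule: 1 h preincubation plus 2 h reaction at 25 °C.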
RPL19A TOR yeast = modulators of TOR pathway RPL19A-GFP in S. cerevisiae | AID 2025 | S. cerevisiae RPL19A-GFP strain, flow cytometry, 3 h; active compounds read low | actives 0.3% (n = 330,000) | percent response vs DMSO, % at 10 µM;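 active = percent response vs DMSO below 50%; inconclusive = fewer than 70 events counted for the yeast strain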;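 also: median channel GFP fluorescence of the barcoded RPL19A-GFP strain; ratio of sample median GFP to plate DMSO average so 100% = DMSO; lower means less RPL19A-GFP as with rapamycin TOR inhibition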
MEP2 TOR yeast = modulators of TOR pathway MEP2-GFP in S. cerevisiae | S. cerevisiae MEP2-GFP strain, flow cytometry GFP, 3 h; 100% = DMSO control level | GFP response vs DMSO, % at 10 µM | actives 0.51% (n = 330,000) | AID 2016;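 active = GFP response versus DMSO above a set limit, roughly screen mean plus 3 SD, cut at about 180% in these data; inconclusive = fewer than 70 cells counted for a yeast strain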;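 also: median GFP fluorescence of the barcode-gated MEP2-GFP cells per well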
procasp7 counter = counter-screen for procaspase-3 activators: activators of human procaspase-7. P55210. recombinant procaspase-7, Ac-DEVD-pNA absorbance 405 nm; D23A/D198A/D206A triple mutant, cannot self-cleave; scale: DMSO 0, 5 µM enzyme 100. activation, % at 8.5 µM. actives 0.093% (n = 330,000);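 active = percent activation above the screen-wide mean plus 3 SD, cut at about 25% in these data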
Target sequence (P55210 whole entry D23A/D198A/D206A): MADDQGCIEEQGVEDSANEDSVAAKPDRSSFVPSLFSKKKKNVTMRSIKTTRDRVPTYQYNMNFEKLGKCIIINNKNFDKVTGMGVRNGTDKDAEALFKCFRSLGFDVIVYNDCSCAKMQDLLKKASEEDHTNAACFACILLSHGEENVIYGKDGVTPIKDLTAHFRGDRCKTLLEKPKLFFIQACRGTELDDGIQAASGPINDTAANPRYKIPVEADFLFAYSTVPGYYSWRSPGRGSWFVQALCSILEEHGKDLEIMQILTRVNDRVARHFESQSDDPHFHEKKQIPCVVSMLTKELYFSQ
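buffer or medium = Zinc-free HEPES/NaCl buffer, pH 7.4 | material = Procaspase-7 triple mutant (PC-7 D3A) | input = 2 µM procaspase-7 mutant as dispensed | signal = Epi-absorbance of released pNA at 405 nm, two timepoints | timing = 1 h preincubation, 2 h reaction | replicates = singlicate compound testing | evaluation = % activation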
AHR activator = activates the human aryl hydrocarbon receptor; P35869; AHR-responsive luciferase reporter cells, luminescence; activation, % at 5 µM; actives 2.5% (n = 320,000); in the data active = activation above about 47%;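 also: 0% = vehicle wells and 100% = reference agonist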
Target sequence (P35869 whole entry, looked up): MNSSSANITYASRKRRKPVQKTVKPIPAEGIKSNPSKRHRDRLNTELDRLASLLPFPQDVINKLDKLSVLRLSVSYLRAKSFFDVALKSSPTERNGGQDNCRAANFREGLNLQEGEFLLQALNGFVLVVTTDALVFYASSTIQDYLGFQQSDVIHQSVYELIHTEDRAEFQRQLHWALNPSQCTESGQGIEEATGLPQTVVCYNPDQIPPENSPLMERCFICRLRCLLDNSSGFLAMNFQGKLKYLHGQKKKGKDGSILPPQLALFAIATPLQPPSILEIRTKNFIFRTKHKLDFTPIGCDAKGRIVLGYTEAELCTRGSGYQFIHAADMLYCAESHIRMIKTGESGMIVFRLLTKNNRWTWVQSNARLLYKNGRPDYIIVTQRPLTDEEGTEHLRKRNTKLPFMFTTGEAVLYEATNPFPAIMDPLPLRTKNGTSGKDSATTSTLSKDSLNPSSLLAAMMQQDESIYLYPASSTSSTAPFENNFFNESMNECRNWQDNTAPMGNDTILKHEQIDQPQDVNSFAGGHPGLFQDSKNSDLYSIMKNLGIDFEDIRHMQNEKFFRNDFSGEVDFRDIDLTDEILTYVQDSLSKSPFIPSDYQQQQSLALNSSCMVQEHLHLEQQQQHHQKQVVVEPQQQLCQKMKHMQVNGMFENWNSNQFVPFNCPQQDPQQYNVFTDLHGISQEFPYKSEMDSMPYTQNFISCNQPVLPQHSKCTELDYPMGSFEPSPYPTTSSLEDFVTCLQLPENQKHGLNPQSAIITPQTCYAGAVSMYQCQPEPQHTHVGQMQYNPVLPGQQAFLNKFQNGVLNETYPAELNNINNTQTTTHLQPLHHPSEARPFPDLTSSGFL
CR mimetic SO = caloric restriction mimetics inhibiting age-related superoxide in yeast; S. cerevisiae aged cells, superoxide DHE fluorescence; active compounds read low; superoxide response (% of plate mean), % at 10 µM; actives 0.18% (n = 330,000); AID 2690;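 active = superoxide response under a set limit, about three screen SD below normal, cut at about 65% in these data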;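 also: yeast aged for seven days with compound at 30 °C before DHE staining; 100% = average MFI of all compound-treated wells on the plate with controls excluded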
JMJD2C inh = human JMJD2C demethylase inhibition. GST-JMJD2C(1-420) H3K9me3 demethylation, DELFIA europium. inhibition, % at 2.35 µM. actives 0.069% (n = 330,000). AID 2099;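 active = more than half of a compound's replicate wells show inhibition beyond 50%, single wells judged on their own value; inconclusive = some, but no more than half, of replicates pass 50% inhibition; inactive = no replicate passes 50% inhibition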;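 also: signal counts dimethyl H3K9 product captured on neutravidin plate; 0% = median of DMSO wells and 100% = 0.3 times that DMSO median; strong numbers were not always called active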
LAP4 TOR yeast = alters LAP4-GFP fluorescence in TOR pathway yeast screen. S. cerevisiae LAP4-GFP multiplex, flow cytometry GFP, 3 h; median GFP as percent of DMSO wells. GFP response vs DMSO, % at 10 µM. actives 0.34% (n = 320,000). AID 2023;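 active = GFP response vs DMSO above a set limit, about the screen mean plus 3 SD, cut at about 150% in these data; inconclusive = under 70 cell events counted for the yeast strain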
The depositor's hits bear a star; u = inconclusive; x = no result given; [ ] = remark or other dose.

Every second line gives: LAP4 TOR yeast	procasp7 counter	JMJD2C inh	RPL19A TOR yeast	CR mimetic SO	procasp3 activ	AHR activator	MEP2 TOR yeast
COc1ccc(S(=O)(=O)N2CCN(C(=O)CCOc3ccccc3)CC2)cc1OC
→ 104	-1	-3	98	107	-7	-2	96
COc1ccccc1C(=O)Nc1ccc(S(=O)(=O)NC2=NCCCCC2)cc1
→ 107	10	0	102	98	-4	-5	91
C=CCn1c(=NC(=O)CN2C(=O)CCC2=O)sc2cc(S(N)(=O)=O)ccc21
→ 98	-5	9	103	100	10	-1	106
CC(C)(C)[C@@H]1C=C(C(=O)O)O[C@H](OCc2ccc(CO)cc2)C1
→ 108	-1	-2	104	93	5	0	90
O=C(Nc1cccc2c1CCCC2)c1ccco1
→ 93	5	10	99	121	5	5	94
O=C1CCCN2N=C(SCC(=O)N3N=C(c4ccc(Br)cc4)CC3c3ccc(F)cc3)SC2=N1 (centres undefined)
→ 97	5	4	103	110	7	11	112
O=C(Nc1ccc(F)cc1)c1oc2ccccc2c1NC(=O)C1CC1
→ 102	-1	3	96	99	-13	127*	97
CC(=O)Nc1ccc(NC(=O)c2ccccc2Sc2ccc([N+](=O)[O-])cc2Cl)cc1
→ 115	12	-3	107	109	5	0	111
COc1ccc(-c2nc3ccccc3c(=O)n2NC(=O)Cc2ccccc2)cc1
→ 91	-5	0	104	120	-1	7	100
CN(C(=O)C(Cl)Cl)c1ccc(OC(=O)c2ccco2)cc1
→ 106	1	-1	98	110	-4	-1	94

Further entries follow:
Every second line gives: LAP4 TOR yeast	procasp7 counter	JMJD2C inh	RPL19A TOR yeast	CR mimetic SO	procasp3 activ	AHR activator	MEP2 TOR yeast
Cc1c(CCC(=O)NCCCCCC(=O)O)c(=O)oc2c(C)c3oc4c(c3cc12)CCCC4
→ 93	x	-3	99	99	x	x	102
O=C(O)CCC(=O)NNc1ccccc1[N+](=O)[O-]
→ 88	4	12	102	95	-5	0	94
O=C(CSc1ccc(-c2ccc(Cl)cc2)nn1)Nc1ccc2c(c1)OCCO2
→ 75	5	-1	101	97	-3	26	93
CCCCCCCCCC(=O)N1c2ccccc2NC(=O)C1CC(=O)Nc1ccc(C(=O)O)cc1 (centres undefined)
→ u	4	35	u	102	-2	0	u
Cc1ccc(-n2ncc3c(=O)n(CC(=O)Nc4cccc(Cl)c4)cnc32)cc1C
→ 94	6	1	89	103	9	0	102
COc1ccc(C2=CC(c3ccc(OC)c(OC)c3)NC(=S)N2)cc1 (centres undefined)
→ 106	-7	-1	107	104	-11	10	104
CCc1nnc(NC(=O)c2cc(-c3ccc(C)o3)nc3ccccc23)s1
→ 109	-12	11	101	116	-7	8	103
COc1ccc(N(CC(=O)O)S(=O)(=O)c2ccc(OC)c(OC)c2)cc1
→ 88	5	-9	103	100	-1	2	103
O=C(CSc1nc2[nH]ncc2c(=O)n1-c1ccccc1)NCc1cccs1
→ 118	4	-10	107	103	9	2	101
Cc1ccc(OCC(=O)Nc2nnc(C3CCCO3)s2)c(Br)c1 (centres undefined)
→ 106	-4	-2	97	102	8	0	101

Next part:
Every second line gives: LAP4 TOR yeast	procasp7 counter	JMJD2C inh	RPL19A TOR yeast	CR mimetic SO	procasp3 activ	AHR activator	MEP2 TOR yeast
O=C1CCN(S(=O)(=O)c2cccs2)c2ccc(C(F)(F)F)cc2N1
→ 102	-3	-9	97	100	-2	1	97
CCOC(=O)C1(C)C=C(Nc2ccccc2)C(=O)N1c1ccccc1 (centres undefined)
→ 99	-6	-31	106	105	-1	10	100
CC(=O)Nc1ccc(C(=O)OCC(=O)Nc2ccccc2F)cc1
→ 101	0	-5	95	118	-3	2	101
CNC(=O)NC(=O)Cn1cnc2sc(-c3ccccc3)cc2c1=O
→ 107	1	3	98	96	-6	0	98
COC(=O)c1ccc(C(=O)OC)c(NC(=O)COc2ccccc2OC)c1
→ 110	-5	4	96	97	2	1	99
Cn1cccc1C(=O)NCc1ccc(S(N)(=O)=O)cc1
→ 99	1	-13	105	88	4	-1	105
CCCOC(=O)c1ccc(NC(=O)C2C3C=CC(O3)C2C(=O)O)cc1 (centres undefined)
→ 118	-10	-4	106	107	-22	5	100
Cc1ccc(CNS(=O)(=O)c2ccc3c(c2)n(C)c(=O)c(=O)n3C)cc1
→ 111	11	-4	98	98	3	0	94
Cc1ccc(OCCC(=O)OCC(=O)NC2CCS(=O)(=O)C2)cc1 (centres undefined)
→ 105	5	25	98	96	-10	-2	92
O=C(Oc1ccc2ccc(=O)oc2c1)c1cccs1
→ 90	-3	-8	101	99	-12	0	107

Eleven of the compounds above, with bars between the fields:
compound | LAP4 TOR yeast | procasp7 counter | JMJD2C inh | RPL19A TOR yeast | CR mimetic SO | procasp3 activ | AHR activator | MEP2 TOR yeast
Cc1ccc(OCC(=O)Nc2nnc(C3CCCO3)s2)c(Br)c1 (centres undefined) | 106 | -4 | -2 | 97 | 102 | 8 | 0 | 101
O=C1CCN(S(=O)(=O)c2cccs2)c2ccc(C(F)(F)F)cc2N1 | 102 | -3 | -9 | 97 | 100 | -2 | 1 | 97
CCOC(=O)C1(C)C=C(Nc2ccccc2)C(=O)N1c1ccccc1 (centres undefined) | 99 | -6 | -31 | 106 | 105 | -1 | 10 | 100
CC(=O)Nc1ccc(C(=O)OCC(=O)Nc2ccccc2F)cc1 | 101 | 0 | -5 | 95 | 118 | -3 | 2 | 101
CNC(=O)NC(=O)Cn1cnc2sc(-c3ccccc3)cc2c1=O | 107 | 1 | 3 | 98 | 96 | -6 | 0 | 98
COC(=O)c1ccc(C(=O)OC)c(NC(=O)COc2ccccc2OC)c1 | 110 | -5 | 4 | 96 | 97 | 2 | 1 | 99
Cn1cccc1C(=O)NCc1ccc(S(N)(=O)=O)cc1 | 99 | 1 | -13 | 105 | 88 | 4 | -1 | 105
CCCOC(=O)c1ccc(NC(=O)C2C3C=CC(O3)C2C(=O)O)cc1 (centres undefined) | 118 | -10 | -4 | 106 | 107 | -22 | 5 | 100
Cc1ccc(CNS(=O)(=O)c2ccc3c(c2)n(C)c(=O)c(=O)n3C)cc1 | 111 | 11 | -4 | 98 | 98 | 3 | 0 | 94
Cc1ccc(OCCC(=O)OCC(=O)NC2CCS(=O)(=O)C2)cc1 (centres undefined) | 105 | 5 | 25 | 98 | 96 | -10 | -2 | 92
O=C(Oc1ccc2ccc(=O)oc2c1)c1cccs1 | 90 | -3 | -8 | 101 | 99 | -12 | 0 | 107

Next results:
Every second line gives: LAP4 TOR yeast	procasp7 counter	JMJD2C inh	RPL19A TOR yeast	CR mimetic SO	procasp3 activ	AHR activator	MEP2 TOR yeast
COC(=O)C1=C(C)NC(=O)CC1c1cccc(OC)c1OC (centres undefined)
→ 100	-10	-2	96	100	9	-2	102
CC(C)(C)OC(=O)N1CCC(c2c(C(=O)O)cnn2-c2ccccc2)CC1
→ 109	2	-5	109	101	10	0	106
C=CC[C@@H](CC(=O)NCCO)C(=O)N[C@@H](C)COC(=O)[C@@H](CC=C)Cc1ccc(F)cc1
→ 104	1	-1	97	103	-3	1	97
Cc1ccc(S(=O)(=O)N(C)Cc2ccc(-c3nnco3)cc2)cc1
→ 99	-2	-1	100	102	-5	-1	96
CCOc1ccc(NC(=O)C(c2ccccn2)N(C(=O)CCl)c2ccc(OC)cc2)cc1 (centres undefined)
→ 94	-13	-3	104	88	-6	39	103
CN1CCN(CCC(=O)Nc2cccc(F)c2)CC1
→ 103	2	-8	100	82	16	0	105
COc1ccc(N(C(=O)c2snc(C(N)=O)c2N)C(C(=O)NC2CCCCC2)c2ccc(C)o2)c(OC)c1 (centres undefined)
→ 100	-19	6	97	107	-7	5	100
CN(C)CCCNC(=O)c1ccc(-c2nc(-c3ccc(Cl)cc3)cs2)cc1
→ 108	11	-5	85	98	5	14	88
CCOc1ccccc1NC(=O)COc1ccc2c(c1)OCO2
→ 102	2	-10	108	107	-1	2	107
CC(C)CC(NC(=O)OC(C)(C)C)C(=O)NC(C(=O)NC(C)C(N)=O)C(C)C (centres undefined)
→ 96	9	-27	101	97	0	0	107

Further entries.
Every second line gives: LAP4 TOR yeast	procasp7 counter	JMJD2C inh	RPL19A TOR yeast	CR mimetic SO	procasp3 activ	AHR activator	MEP2 TOR yeast
CC(/C=N/NC(=O)c1cnccn1)=C\c1ccco1
→ 103	2	6	95	96	-4	14	96
COc1ccc(N=Cc2nc(-c3ccccc3)oc2OC(=O)c2ccccc2)cc1
→ 74	-2	4	106	100	5	24	99
O=C(Nc1ccccc1N1CCN(c2ccccc2)CC1)c1ccccc1
→ 105	12	-4	100	89	-1	-4	111
O=C1N(CN2CCC3(CC2)OCCO3)c2ccccc2C12OCCCO2
→ 109	10	u	102	97	1	1	108
COc1ccc(NC(=O)CN(c2ccc(C)cc2)S(C)(=O)=O)c(OC)c1
→ 101	4	10	99	99	1	2	99
CN(C)CCCNC(=O)c1cc(C(=O)C2CCCCC2)c[nH]1
→ 109	0	5	107	106	8	0	109
COc1ccc(CCNC(=O)c2cccc(NC(=O)CC3SC(N4CCCCC4)=NC3=O)c2)cc1OC (centres undefined)
→ 104[may fluoresce green]	-1	3	101[may fluoresce green]	98	-3	6	92[may fluoresce green]
COc1ccc2[nH]c(C)c(CCNC(=S)Nc3cc(C)cc(C)c3)c2c1
→ 93	-5	-1	98	102	9	-6	96
COc1ccc(S(=O)(=O)N2CCOC2CNC(=O)C(=O)NCCc2ccccc2OC)cc1 (centres undefined)
→ 106	-2	-14	100	111	8	0	98
CSc1ccc(CN(C)CC(=O)Nc2ccc(NC(C)=O)cc2)cc1
→ 100	4	-4	100	87	6	3	93

More entries.
Every second line gives: LAP4 TOR yeast	procasp7 counter	JMJD2C inh	RPL19A TOR yeast	CR mimetic SO	procasp3 activ	AHR activator	MEP2 TOR yeast
O=C(CSc1nc2c(sc3ccccc32)c(=O)n1CCCN1CCOCC1)NC1CCCC1
→ 98	4	3	97	102	-3	1	101
COc1cc(/C=C/C(=O)OCc2cn3cc(Cl)ccc3n2)ccc1O
→ 99	0	-50	96	108	3	1	100
CC(C)(C)OC(=O)N/N=C\c1ccc[nH]1
→ 110	-6	0	102	115	-4	13	106
S=c1[nH]c(-c2cccs2)cn1-c1ccccc1
→ 113	-20	-3	101	90	-1	5	106
O=C(NNC(=O)c1sccc1-n1cccc1)c1cccs1
→ 92	-6	-1	98	92	2	47*	100
COc1ccc2c(c1)C=Cc1ccccc1O2
→ 150*	-2	22	96	96	-2	3	92
COc1ccc(S(=O)(=O)N2CCCCC2)cc1C(=O)N1CCCCCC1
→ 107	19	-4	106	101	-4	-5	103
CC1CCCC(C)N1/N=C/c1ccc(C(=O)O)cc1 (centres undefined)
→ 106	-4	11	95	98	0	0	98
COc1ccc(-c2cc(C(F)(F)F)n3nc(C)cc3n2)cc1
→ 103	3	4	101	98	1	13	110
Cn1cc(CC(=O)N2CCN(c3ccc(Cl)cc3)CC2)c2ccccc21
→ 108	10	2	97	89	6	13	99
O=C(Nc1ccc(OCC(=O)N2CCOCC2)cc1)c1ccccc1F
→ 93	-4	9	109	91	-1	0	104
NC(=O)c1nc[nH]c1C(=O)Nc1cccc(NC(=O)c2cccc(C(F)(F)F)c2)c1
→ 93	-2	-3	116	105	4	-1	103
COc1cc2c(cc1OC)C(c1ccc(N(C)C)cc1)CC(=O)N2 (centres undefined)
→ 96	3	0	96	104	1	3	97
